mcGAS RapidFire – inhibitors of mouse cGAS | actives 0.18% (n = 130,000) | recombinant mouse cGAS, cGAMP by RapidFire MS | AID 1259397 | inhibition, % at 12.5 µM | Q8C6L5;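 active means inhibition of cGAS enzyme activity at or above 60%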;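 further: enzyme stimulated by 45 bp dsDNA with ATP and GTP substrates; cGAMP share of summed cGAMP plus half ATP and half GTP signals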
Target sequence (Q8C6L5 whole entry, looked up): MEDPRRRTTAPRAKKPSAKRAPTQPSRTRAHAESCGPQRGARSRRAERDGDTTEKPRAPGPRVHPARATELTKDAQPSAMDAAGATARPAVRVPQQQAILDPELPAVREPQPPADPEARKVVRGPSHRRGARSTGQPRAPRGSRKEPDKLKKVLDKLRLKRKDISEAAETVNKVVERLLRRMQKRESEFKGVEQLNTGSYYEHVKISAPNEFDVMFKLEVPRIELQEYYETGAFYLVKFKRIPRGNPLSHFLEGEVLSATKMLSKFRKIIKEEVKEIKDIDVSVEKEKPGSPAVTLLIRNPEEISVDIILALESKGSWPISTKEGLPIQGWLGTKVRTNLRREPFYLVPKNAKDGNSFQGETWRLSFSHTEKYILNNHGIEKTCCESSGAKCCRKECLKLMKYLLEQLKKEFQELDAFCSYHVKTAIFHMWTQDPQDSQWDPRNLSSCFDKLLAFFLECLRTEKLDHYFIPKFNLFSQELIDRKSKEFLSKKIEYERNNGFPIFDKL
Starred values were filed as active, the others as inactive. This is a subset, so the mix of outcomes need not match the whole.

mcGAS RapidFire,compound
-5,CCc1ccc(OC(C)C(=O)NNC(=O)c2ccc(C)c([N+](=O)[O-])c2)cc1 (stereo not drawn)
-3,CC(OC(=O)c1cccc(C(F)(F)F)c1)C(=O)Nc1cccc(Cl)c1 (stereo not drawn)
-20,CCOCC1(CNS(=O)(=O)NCc2ccccc2)CCC1
3,Cc1[nH]nc2c1C(c1cc([N+](=O)[O-])cs1)C(C#N)C(=N)O2 (stereo not drawn)
-9,N#Cc1cccc(CN2CCN3C(C(=O)NCCCc4ccccc4)=COC3=NC2=O)c1
-4,CC1CCC(CCC(=O)Nc2sccc2C(=O)NC2CC2)O1 (stereo not drawn)
-3,Cc1noc(C)c1CC(=O)N1CCCC(Nc2ccccc2)C1 (stereo not drawn)
3,CC1(C)NC(=O)N(CCSc2nc3ccccc3c(=O)n2-c2ccc(C#N)cc2)C1=O
-4,COc1cc(C=CC(=O)Nc2nc(C)cs2)cc2c1OCCO2
-1,Cc1noc(Cl)c1CCC(=O)N(C)Cc1ccccc1O

(listing goes on)
mcGAS RapidFire,compound
-3,C=CCOC(=O)NCc1cnn2ccccc12
-9,CN(C)C(CNCC(O)COc1ccc(C#N)cc1)c1ccccc1 (stereo not drawn)
-11,CSc1ccc(C2SCC(=O)N2c2ccc(C)c(F)c2)cc1 (stereo not drawn)
-3,CCOC(=O)CC1COCCN1C(=O)c1ccc2oc(CCCc3ccccc3)nc2c1 (stereo not drawn)
-18,C=CCC1(CC=C)CCCN1C(=O)C1CCCCO1 (stereo not drawn)
-6,CCn1c(O)c(N=NC(=O)c2cccc(Cl)c2)c2ccccc21
-5,Cc1nnc(N(C)c2ccccc2)[nH]c1=O
-9,COc1ccc(CC(=O)Nc2c(C)nc3ccccn3c2=O)cc1
-8,O=C1c2ccccc2-c2nc3cc(Cl)c(Cl)cc3nc21
3,C=CCOCCN1C(=O)C2C3c4ccccc4C([N+](=O)[O-])(c4ccccc43)C2C1=O (stereo not drawn)

(more compounds)
mcGAS RapidFire,compound
-16,CCSC(C(=O)N1CCN(Cc2noc(CC)n2)CC1)C(C)C (stereo not drawn)
-7,N#C/C(C(N)=O)=C1/CCCN1Cc1ccccc1
1,Cc1ccc(/C=C/C(=O)O)cc1S(=O)(=O)N1CCC(C(=O)O)CC1
-12,Cc1cc(C)c(C(=O)N2CCC3(CCCN(Cc4cccnc4)C3=O)C2)o1 (stereo not drawn)
-7,Cc1cc(C(=O)N2CCC(C(C)N3CCOCC3)CC2)ccc1F (stereo not drawn)
-19,CCNC(=O)COc1ccc(C2NC(=O)c3ccccc3N2)cc1OC (stereo not drawn)
12,COCCn1c(SCCc2ccccc2)nc2cc(Cl)ccc2c1=O
-5,CC(C)N(Cc1nccn1C)CC1CC=CCC1 (stereo not drawn)
-2,O=C(Nc1ccnn1C1CCN(Cc2cn[nH]c2-c2ccccc2)CC1)c1ccccc1
-8,COc1ccc(N2C(=O)CN(C(=O)c3ccc(F)c(F)c3)CC2(C)C)cc1

Going on with the list:
mcGAS RapidFire,compound
-8,O=C(O)Cn1c(Cl)nnc1Cl
0,Cc1ccc(-c2cc(C(=O)O)n(-c3ccc(C)cc3C)n2)cc1
1,CC(C)CCC1(C2CCNCC2)NC(=O)N(CCO)C1=O (stereo not drawn)
31,N#Cc1c(O)c(C=C2C=CC(=O)C=C2)n2ccccc12
-5,O=C(Nn1ccc2nc(N3CCOCC3)ncc2c1=O)c1cccnc1
-10,COc1ccc(CN2CCNC(=O)C2CC(=O)N(C)C2CCOCC2)cc1OC (stereo not drawn)
-5,O=C(Nc1cc2c(cc1Cl)OCCO2)N1CCN(S(=O)(=O)c2ccccc2)CC1
8,Cc1cc(C2CCCN2C(=O)NCCc2nnc3n2CCCCC3)no1 (stereo not drawn)
-5,O=C1NC(c2ccsc2)Nc2c1cnn2-c1cccc(C(F)(F)F)c1 (stereo not drawn)
-6,c1ccc(N2CCN(Cc3nc4ccccc4[nH]3)CC2)nc1

In the list so far, these have fluorine.
mcGAS RapidFire,compound
-3,CC(OC(=O)c1cccc(C(F)(F)F)c1)C(=O)Nc1cccc(Cl)c1 (stereo not drawn)
-11,CSc1ccc(C2SCC(=O)N2c2ccc(C)c(F)c2)cc1 (stereo not drawn)
-7,Cc1cc(C(=O)N2CCC(C(C)N3CCOCC3)CC2)ccc1F (stereo not drawn)
-8,COc1ccc(N2C(=O)CN(C(=O)c3ccc(F)c(F)c3)CC2(C)C)cc1
-5,O=C1NC(c2ccsc2)Nc2c1cnn2-c1cccc(C(F)(F)F)c1 (stereo not drawn)

Other results follow:
mcGAS RapidFire,compound
-11,Fc1cc2c(c(COc3cccc(-n4cnnn4)c3)c1)OCOC2
-12,CC(=O)Nc1nc2nc(C)c(C)c(=O)n2[nH]1
-3,CCOc1ccc(N2CCn3c2nc2c3c(=O)n(CC(=O)OC)c(=O)n2C)cc1
-7,Cc1noc(COc2ccccc2OCC(=O)NC(C)(C)C)n1
-3,CCOC(=O)[C@H](CCc1ccccc1)N[C@@H](C)C(=O)N1C(C(=O)O)C[C@@H]2CCC[C@@H]21 (stereo partly drawn)
-11,O=C(NC1CCCCC1)N1CCn2cccc2C1c1ccc(Br)cc1 (stereo not drawn)
0,CC(C)c1[nH]nc2c1C(c1cccs1)C(C#N)C(=N)O2 (stereo not drawn)
8,CCc1ncc2c(n1)CN(C(=O)C1Cc3ccccc3CN1CC)C2 (stereo not drawn)
0,Cn1nc(C(=O)O)c2c1CCN(C(=O)COCC1CCCCO1)C2 (stereo not drawn)
-7,Cc1cccc(-n2cc(CN(C)Cc3c(C)noc3C)cn2)c1

The closing 6 records of the section above are carried over, then new ones follow:
mcGAS RapidFire,compound
-3,CCOC(=O)[C@H](CCc1ccccc1)N[C@@H](C)C(=O)N1C(C(=O)O)C[C@@H]2CCC[C@@H]21 (stereo partly drawn)
-11,O=C(NC1CCCCC1)N1CCn2cccc2C1c1ccc(Br)cc1 (stereo not drawn)
0,CC(C)c1[nH]nc2c1C(c1cccs1)C(C#N)C(=N)O2 (stereo not drawn)
8,CCc1ncc2c(n1)CN(C(=O)C1Cc3ccccc3CN1CC)C2 (stereo not drawn)
0,Cn1nc(C(=O)O)c2c1CCN(C(=O)COCC1CCCCO1)C2 (stereo not drawn)
-7,Cc1cccc(-n2cc(CN(C)Cc3c(C)noc3C)cn2)c1
4,CC1(c2ccc(F)cc2)NC(=O)N(CC(=O)N2CCCCC2)C1=O (stereo not drawn)
-14,Cc1ccc(C)c(NS(=O)(=O)c2cnc[nH]2)c1
-3,COc1ccc(OC)c(NC(=O)c2cc(=O)c(OC)cn2C)c1
-3,Cn1ccc2c(-c3cncc(C(=O)N4CCOCC4)n3)ccnc21
2,Oc1oc(-c2ccccc2F)nc1C=Nc1ccccc1I
-2,CC(Cn1cncn1)NC(=O)NCc1ccccc1OC(C)(C)C (stereo not drawn)
-23,CCc1nc(CNC(=O)C(c2cccc(C)c2)N(C)C)cs1 (stereo not drawn)
-6,CN(C)c1ccc(CNC(=O)C2CCCCC2)cn1
-21,COc1ccc(-n2c(CN3CCC(C#N)CC3)nc3ccccc32)cc1
-5,CCOC(=O)c1nn(-c2ccccc2)c(=O)cc1N1CCC(Cc2ccccc2)CC1

Further entries follow:
mcGAS RapidFire,compound
-9,O=C(NCc1ccccc1-n1ccnc1)c1cn(Cc2cccc(Cl)c2)nn1
3,COc1ccc(-c2ccncc2C)c(OC)c1
-7,COCCC(=O)NC1CCCc2nc(N(C)C)ncc21 (stereo not drawn)
-12,Cc1oc(CC(C)C)cc1C(=O)NCCNC(=O)c1cc(CC(C)C)oc1C
-1,Cc1nnc(SCCn2c(Br)nc3c2c(=O)[nH]c(=O)n3C)s1
-17,CC(C)CN1CCCC(C(=O)NC2CCN(C(=O)c3ccoc3)CC2)C1 (stereo not drawn)
-8,CCCCn1cc(-c2cc(C(=O)N3CCCC3C)c3cccc(C)c3n2)cn1 (stereo not drawn)
-2,N#Cc1c(F)cccc1NCc1csc(C2CC2)n1
-2,Cc1nc2c(=O)n(-c3ccccc3)c(=O)n(-c3ccccc3)c2n(C)c1=O
-34,CC(C)(C)OC(=O)NCC1CCN(CC(=O)NCc2ccccc2)C1 (stereo not drawn)

Continuation:
mcGAS RapidFire,compound
0,CC1CCN(C2CC(=O)N(c3ccc(OC(F)(F)F)cc3)C2=O)CC1 (stereo not drawn)
-11,CCOC(=O)C1(Cc2ccccc2C(F)(F)F)CCN(C(=O)C2CC=CCC2)CC1 (stereo not drawn)
-23,Cc1cc(C)n2c(SCC#N)nnc2n1
0,CCCn1c(=O)c(C(=O)O)nn(-c2ccc(OC)cc2)c1=O
12,CCN(CC)c1nc(C)nc2sc3c(c12)CCC(C)C3 (stereo not drawn)
-5,O=C(c1c[nH]cc1-c1ccc(Cl)s1)N1CCSCC1
-1,O=[N+]([O-])c1cc(S(=O)(=O)C(F)(F)F)ccc1NC1CCS(=O)(=O)C1 (stereo not drawn)
1,c1ccc2c(c1)nc1n2CN(C2CCCCCC2)CN1
-4,CCc1nc(C)c(C(C)N(C)S(=O)(=O)c2cccc(C#N)c2)s1 (stereo not drawn)
-10,CCc1nnc(CN(C)c2nccc(CCC(F)(F)F)n2)o1

Remaining list, next part.
mcGAS RapidFire,compound
-8,Cc1cc(Cl)c2oc(C(=O)N3CCNC(=O)C3c3cccc(F)c3)c(C)c2c1 (stereo not drawn)
-37,COc1cc(CNC(=O)c2cc(C)ccc2F)ccc1OCC(N)=O
-2,CCOC(=O)C1(C(F)(F)F)NN(c2ccccn2)C(=N)C1C#N (stereo not drawn)
-6,CCN1CCN(C(c2cccc(Cl)c2)c2c(O)cc(C)n(Cc3ccc(OC)cc3)c2=O)CC1 (stereo not drawn)
-12,COCc1ccccc1C(=O)N(C)C1CCc2ccccc2C1 (stereo not drawn)
-46,C=CCOc1ccccc1CNC(=O)NC(C)c1cn(C)nc1C (stereo not drawn)
-1,Cc1cnc(COc2ccc(N(C)C(=O)OC(C)(C)C)cc2)o1
-4,CC(C)Nc1ncccc1C(=O)N1CCC(O)(Cc2ccccc2)CC1
-6,O=C(NCCc1ccc(Cl)s1)c1ccc(Cl)o1
-4,CN1CCN(C(=O)C23CC4CC(C2)CC(n2nc([N+](=O)[O-])nc2Br)(C4)C3)CC1

Going on with the list.
mcGAS RapidFire,compound
3,COc1ccc(Cl)cc1-n1ccc2c(cnc3nc(C)nn32)c1=O
23,CC1ON=C(c2ccccc2-c2ccco2)N(C)C1=O (stereo not drawn)
-6,CCC(=O)NCCn1ccc2ccccc21
-7,CC1CCc2c(sc(NC(=O)CN3C(=O)c4ccccc4C3=O)c2-c2nc3ccccc3s2)C1 (stereo not drawn)
-2,CCOC(=O)[C@@H]1CSC2(CCN(C(=O)c3cccc(N(C)C)c3)CC2)N1
0,CSc1ccc(Cn2c(C)c(C(=O)NCc3ccc(Cl)c(Cl)c3)sc2=O)cc1
-4,Cc1oc(-c2cccs2)nc1CN(Cc1ccccc1)CC1CC1
1,CCNC(=O)C1(C)CCCN1Cc1cccc(C(F)(F)F)c1 (stereo not drawn)
-7,CC1(C(=O)NCc2cccc(C(F)(F)F)c2)CCN1CCc1ccccc1 (stereo not drawn)
-7,Cc1nccn1-c1ccc(F)cc1CNC(=O)CCN1CCCC1=O

(continued)
mcGAS RapidFire,compound
-6,Fc1ccc(-n2cccn2)c(CN2CCCC(N3CCN(c4ccccc4)CC3)C2)c1 (stereo not drawn)
1,CC1(C(=O)Nc2ccccc2Br)CCN1C(=O)CC1CC1 (stereo not drawn)
-4,CCc1cc(N2CCCN(C(=O)C3CC3)CC2)nc(N(C)C)n1
-10,FC(F)(F)C1(C(F)(F)F)N=C(c2ccncc2)OC(N2CCOCC2)=N1
0,CCCCSc1nc2c(c(=O)[nH]1)C(c1ccc(C)cc1)C(C(=O)OCC)C(C)=N2 (stereo not drawn)
-3,COc1ccc(C)cc1CN(C)C(=O)c1ccc(=O)[nH]n1
-1,Cc1nn(CC#N)c(=O)c2c1cnn2-c1ccc(F)cc1
-3,O=C(NCCN1CCCC1)C1CC(=O)N(C2CCCCCC2)C1 (stereo not drawn)
-4,Cc1cc(NC(=O)C(OC(=O)c2cccc(F)c2)c2ccccc2)no1 (stereo not drawn)
-2,CC(C)C(=O)N1CCCc2ccc(NC(=O)c3ccccc3C(F)(F)F)cc21

(continued)
mcGAS RapidFire,compound
24,O=C1c2ccccc2C(=O)c2c1oc1c3c(ccc21)OCN(Cc1ccco1)C3
4,CCC(C)(C)C1CCC2(CC1)NC(=O)N(CC(O)COc1cccc(C)c1)C2=O (stereo not drawn)
-6,Cc1ccc(-n2ncc3c(=O)n(NC(=O)COc4ccccc4)cnc32)cc1C
-6,COc1cccc(C2Nc3ccccc3-c3nc4ccccc4n32)c1OC (stereo not drawn)
-3,Cc1cnc(C(=O)N2CCN(S(=O)(=O)c3ccc(F)cc3)CC2)cn1
-3,c1coc(-c2ccc(-c3nccn3CCn3cccn3)cc2)c1
-29,O=S(=O)(c1ccc2c(c1)CCC2)N1CCCN(c2ccc(C(F)(F)F)cn2)CC1
-1,CNC(=O)C1CCCCN1S(=O)(=O)c1cccc(C(F)(F)F)c1 (stereo not drawn)
-5,CSc1ccc(CN(C)C(=O)Cn2nnc(-c3cccc(F)c3)n2)cc1
-6,CC(C)C(C)N(C(=O)Nc1cn[nH]c1)C1CC1 (stereo not drawn)

(more compounds)
mcGAS RapidFire,compound
-3,Cc1ccc(F)cc1NC(=O)C1CCN(C(=O)C(C)(C)C)CC1
-30,CN1CCN(C(C#N)c2ccc3c(c2)CCN3C)CC1 (stereo not drawn)
-6,CC(=O)N1CCC(N2CCCC2C(=O)Nc2ccc(-c3cccc(F)c3)cc2)CC1 (stereo not drawn)
-5,CCc1ccc(-c2ccc(NC(C)c3ccccc3)nn2)cc1S(N)(=O)=O (stereo not drawn)
-4,CCCCNC(=O)N1CCN(c2ccccc2OC)CC1
-2,CCCCN(C)C(=O)c1sc(=O)n(Cc2ccc(F)cc2)c1C

4 records picked at random from those above:
mcGAS RapidFire,compound
-2,CCCCN(C)C(=O)c1sc(=O)n(Cc2ccc(F)cc2)c1C
-5,CCc1ccc(-c2ccc(NC(C)c3ccccc3)nn2)cc1S(N)(=O)=O (stereo not drawn)
-30,CN1CCN(C(C#N)c2ccc3c(c2)CCN3C)CC1 (stereo not drawn)
-3,Cc1ccc(F)cc1NC(=O)C1CCN(C(=O)C(C)(C)C)CC1
